Compound activity deposited in PubChem by National Center for Advancing Translational Sciences (NCATS).
KB-V1 cytotox: kills drug-selected multidrug resistant KB-V1 cells; KB-V1 MDR cells viability, CellTiter-Glo, 72 h; Potency, µM (series often up to 46.1 µM), without a hit: top-dose activity change, negative = cytotoxicity, actives largely listed as cytotoxic; 3.4% of 400,000 active; note: potency is the fitted concentration of half-maximal effect; % is set by controls: 0 for no effect and ±100 for the full control effect; nearly all actives have a fitted effect of over 60% in size
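Cytotoxicity via CellTiter-Glo luminescence after 72 h compound exposure at 37 degrees C. Cells: drug-selected KB-V1 line, DMEM phenol-red free plus 10% FBS. Compounds tested at multiple concentrations; normalized data fitted to concentration-effect curves.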
DRD3 antagonist: blocks the human D3 dopamine receptor | 2.5% of 360,000 active | P35462 | D3R cells, DiscoveRx beta-arrestin luminescence, antagonist mode; active compounds read low | max response, negative = inhibition, %; in the data active = max response below about -50%; inconclusive = no clear call, values can overlap the other calls; note: % is set by controls: 0 for no effect and ±100 for the full control effect; mostly tested at two doses, the higher about 12 µM
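Cells plated overnight at 1500 cells/well, then exposed to library compounds with dopamine controls for 90 minutes at 37 degrees C. DiscoveRx reagent added for 30–60 minutes at room temperature; luminescence read, quantitative HTS format.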
DRD3 agonist: activates the human D3 dopamine receptor; P35462; D3R DiscoveRx beta-arrestin cells, luminescence, 90 min; max activation, %; 0.58% of 410,000 active; in the data active = max activation above about 30%; note: 0% is about no effect; mostly tested at two doses, the higher about 12 µM
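Cells at 1500/well, incubated overnight, then treated with pinned compounds (dopamine as control) for 90 min at 37 degrees C. DiscoveRx reagent added for 30 - 60 minutes at room temperature; luminescence read.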
GLP1R inv ag: GLP-1 receptor (human) inverse agonism. Potency, µM (doses to about 38.3 µM), for inactives: at the top dose activity change, negative = inhibition, hits mostly inhibitors. P43220. 1.6% of 410,000 active. HEK293 GLP-1R CRE-luciferase, luminescence, 24 h; GLP-1R form is constitutively active; note: potency is the fitted concentration of half-maximal effect; % is set by controls: 0 for no effect and ±100 for the full control effect; nearly all actives have a fitted effect of over 55% in size
Target sequence (P43220 whole entry, looked up): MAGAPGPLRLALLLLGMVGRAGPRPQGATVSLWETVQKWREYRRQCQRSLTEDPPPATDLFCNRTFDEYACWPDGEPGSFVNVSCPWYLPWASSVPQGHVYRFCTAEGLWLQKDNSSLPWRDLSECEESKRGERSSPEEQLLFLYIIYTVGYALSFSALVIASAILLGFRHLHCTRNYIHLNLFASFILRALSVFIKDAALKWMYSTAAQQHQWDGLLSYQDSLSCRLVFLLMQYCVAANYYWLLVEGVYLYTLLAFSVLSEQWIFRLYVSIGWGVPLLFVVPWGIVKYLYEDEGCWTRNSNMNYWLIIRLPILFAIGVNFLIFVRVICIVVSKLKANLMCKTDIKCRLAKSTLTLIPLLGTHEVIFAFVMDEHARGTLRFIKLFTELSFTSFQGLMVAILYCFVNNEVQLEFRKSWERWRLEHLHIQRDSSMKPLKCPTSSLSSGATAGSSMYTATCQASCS
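Assay principle: reduced luminescence from a cAMP-responsive reporter in HEK293 cells co-expressing a constitutively active GLP-1R. Conditions: 24 hr compound incubation, 37 deg C, 5% CO2.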
aSyn rescue: rescues yeast growth from alpha-synuclein toxicity | Yeast expressing alpha-synuclein, growth rescue, BacTiter-Glo, 24 h | Potency, µM (titrated, usually from 46.1 µM), for inactives: at the highest dose growth rescue (activation), actives largely listed as activators | 0.14% of 370,000 active; note: potency is the fitted concentration of half-maximal effect; % of control where 0% means no effect; nearly all actives have a fitted effect of over 65% in size
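Rescue of yeast growth: cells expressing toxic alpha-synuclein, induced in galactose at OD600 0.02, incubated with compound 24 h at 30 C. ATP luminescence quantified growth; inhibitors of toxicity appear as activators.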
GLP1R cytotox: cytotoxicity in counter-screen for GLP-1R inverse agonists. HEK293 cAMP-luciferase reporter cells, luminescence, 24 h. Potency, µM (doses to about 38.3 µM), for inactives: at the top dose activity change, negative = inhibition, hits mostly inhibitors. 0.13% of 410,000 active. AID 624418;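 note: loss of luciferase light is scored as toxicity; potency is the fitted concentration of half-maximal effect; % is set by controls: 0 for no effect and ±100 for the full control effect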
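Here, cytotoxicity is scored as loss of luminescence. The MLSMR collection was tested on cells seeded in medium containing 10% Nu serum, with a 24 hr compound exposure preceded by 12 hours of culture.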
PTHR1 agonist: PTHR1 (human) receptor agonism; HEK293 GP2 PTHR1 cells, GloSensor cAMP luminescence, 1 h; 0.075% of 410,000 active; Potency, µM (highest dose often 115 µM), for inactives: at the top dose activation, usual class: activators; Q03431; note: potency is the fitted concentration of half-maximal effect; nearly all actives have a fitted effect of over 55% in size; some results filed as inactive show a strong effect at the top dose; inactives centre near -15; many of its hits are not listed in these tables
Target sequence (Q03431 whole entry, looked up): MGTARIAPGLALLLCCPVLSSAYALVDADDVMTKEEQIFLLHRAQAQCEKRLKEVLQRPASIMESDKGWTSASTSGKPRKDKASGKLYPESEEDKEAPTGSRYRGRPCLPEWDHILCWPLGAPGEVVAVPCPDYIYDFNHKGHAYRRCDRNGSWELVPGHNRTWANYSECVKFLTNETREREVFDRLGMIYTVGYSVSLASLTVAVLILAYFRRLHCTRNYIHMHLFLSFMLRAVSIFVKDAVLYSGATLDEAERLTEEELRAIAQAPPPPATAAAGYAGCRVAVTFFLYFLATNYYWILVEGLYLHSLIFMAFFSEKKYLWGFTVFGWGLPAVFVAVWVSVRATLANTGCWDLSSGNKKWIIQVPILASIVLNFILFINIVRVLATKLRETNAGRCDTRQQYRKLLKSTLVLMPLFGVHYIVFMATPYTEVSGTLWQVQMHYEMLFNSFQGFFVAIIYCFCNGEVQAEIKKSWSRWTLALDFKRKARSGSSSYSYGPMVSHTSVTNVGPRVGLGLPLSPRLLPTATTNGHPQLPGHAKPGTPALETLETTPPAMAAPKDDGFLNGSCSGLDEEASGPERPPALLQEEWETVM
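HEK-293-derived GP2 cells expressing PTHR1 and a GloSensor cAMP reporter, 3,000/well, plated overnight, given luciferin plus IBMX (each 0.5 mM as added) for 1 h at 37 °C, then compound for 1 h at 37 °C. Luminescence was read after 15 min at room temperature.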
GLP1R ag: activates the human GLP-1 receptor; P43220; Potency, µM (highest dose often 45.6 µM), for the others: top-dose activation, usual class: activators; HEK293 GLP-1R CRE-luciferase, luminescence, 4-6 h; cells express a hypersensitive GLP-1R form; 0.007% of 380,000 active; AID 624172; note: potency is the fitted concentration of half-maximal effect; % of control where 0% means no effect
TDP-43 yeast inh: TDP-43 toxicity inhibition in yeast; 1.8% of 410,000 active; Potency, µM (series often up to 46.1 µM), for the others: at the highest dose growth rescue (activation), hits mostly activators; TDP-43 expressing yeast growth rescue, BacTiter-Glo, 24 h; note: potency is the fitted concentration of half-maximal effect; % of control where 0% means no effect; nearly all actives have a fitted effect of over 50% in size
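Yeast cells expressing TDP-43 under galactose induction are exposed to compounds for 24 hr at 30 deg C. BacTiter-Glo luminescence measures growth, so protective compounds score as activators.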
Active calls of the source: *; & = joins results of further samples; [ ] = remark or other dose. Unless noted, calls come from the whole dose curve; as a rule, active = well fitted curve in the direction sought with a large enough effect; inconclusive = small, poorly fitted or top-dose-only effect, or another doubt; inactive = no such curve, though single readings can be large; an effect the other way counts as inactive or inconclusive. Only part of the results is shown. The share of hits here may be higher or lower than overall.

What do the screens show for `C=CCNC(=O)c1ccc2c(c1)N(CC)C(=O)c1ccccc1S2`?
KB-V1 cytotox: 1.6%; DRD3 antagonist: 46.9; DRD3 agonist: 5.7; GLP1R inv ag: -21.1%; aSyn rescue: 10.3%; GLP1R cytotox: -1.5%; PTHR1 agonist: -14.4%; GLP1R ag: 9.2%; TDP-43 yeast inh: -13.9%

What do the screens show for `COc1ccc(NC(=O)c2oc3ccc(S(=O)(=O)N4CCCCC4)cc3c2C)cc1Cl`?
KB-V1 cytotox: inconclusive; DRD3 agonist: -1.5; GLP1R inv ag: 6.0%; GLP1R cytotox: 6.4%; PTHR1 agonist: inactive; TDP-43 yeast inh: 1.4%

What do the screens show for `Cc1cccc(N2CCN(C(=O)Nc3cn(CC(C)C)c(=O)c4ccccc34)CC2)c1C`?
KB-V1 cytotox: 0.0%; DRD3 agonist: 3.6; GLP1R inv ag: inconclusive; aSyn rescue: -0.5%; GLP1R cytotox: 3.0%; PTHR1 agonist: -14.3%; GLP1R ag: -6.5%; TDP-43 yeast inh: 29.7%

What do the screens show for `CCOCCc1nn2c(=O)cc(COC(=O)c3ccccc3NC(=O)C3CCCCC3)nc2s1`?
KB-V1 cytotox: -4.1%; DRD3 agonist: -0.4; GLP1R inv ag: -8.5%; GLP1R cytotox: -0.1%; PTHR1 agonist: inactive; TDP-43 yeast inh: inconclusive

Results for COC(=O)[C@@]1(Cc2ccc(F)cc2)[C@H]2c3cc(C(=O)N4CCCC4)n(Cc4ccc(S(C)(=O)=O)cc4)c3C[C@H]2CN1C(=O)c1ccccc1 ?
KB-V1 cytotox: inconclusive; DRD3 antagonist: 18.8; DRD3 agonist: -5.7; GLP1R inv ag: -11.5%; aSyn rescue: -0.5%; GLP1R cytotox: -1.9%; PTHR1 agonist: -11.4%; GLP1R ag: -4.0%; TDP-43 yeast inh: inconclusive

What do the screens show for `CCC(CC)C(=O)c1c[nH]c(C(=O)NCc2ccncc2)c1`?
KB-V1 cytotox: 0.0%; DRD3 antagonist: -27.9; DRD3 agonist: -10.3; GLP1R inv ag: -0.1%; aSyn rescue: -14.8%; GLP1R cytotox: 15.6%; PTHR1 agonist: -18.1%; GLP1R ag: 13.3%; TDP-43 yeast inh: -13.8%

How did COc1ccccc1Nc1c2c(nc3ccc(NC(=O)c4ccccc4F)cc13)CCCC2 do in these assays?
KB-V1 cytotox: -27.3%; DRD3 agonist: -18.8; GLP1R inv ag: inconclusive; GLP1R cytotox: inconclusive; PTHR1 agonist: -73.1%[inhibitor]; TDP-43 yeast inh: 9.3%

Results for COc1ccc(S(=O)(=O)N2CCCOC2CNC(=O)C(=O)NCCc2ccco2)cc1 (stereo unspecified) ?
DRD3 antagonist: 2.5; DRD3 agonist: -3.9; GLP1R inv ag: 5.0%; aSyn rescue: -5.2%; GLP1R cytotox: -17.4%; PTHR1 agonist: -21.5%; GLP1R ag: -4.1%; TDP-43 yeast inh: 12.9%

Results for COc1ccc(N(CC(=O)NC2CCCCC2)C(=O)CNC(=O)c2cccs2)cc1 ?
KB-V1 cytotox: inconclusive; DRD3 antagonist: 6.3; DRD3 agonist: -8.6; GLP1R inv ag: -29.8%; aSyn rescue: 0.1%; GLP1R cytotox: -11.4%; PTHR1 agonist: inactive; GLP1R ag: -0.3%; TDP-43 yeast inh: 22.1%

Results for COc1ccc(-c2nnc(SCC(=O)N3CCCc4ccccc43)o2)cc1OC ?
KB-V1 cytotox: inconclusive; DRD3 antagonist: -10.0; DRD3 agonist: -1.2; GLP1R inv ag: 0.7%; aSyn rescue: 1.5%; GLP1R cytotox: -5.4%; PTHR1 agonist: -16.4%[57.5 µM]; GLP1R ag: 8.0%; TDP-43 yeast inh: -6.6%

What do the screens show for `COc1ccc(NC(=O)c2cc([N+](=O)[O-])ccc2O)cc1`?
KB-V1 cytotox: inconclusive; DRD3 antagonist: 14.9; DRD3 agonist: 1.6; GLP1R inv ag: inconclusive; aSyn rescue: -79.4%[inhibitor]; GLP1R cytotox: -7.8%; PTHR1 agonist: -41.4%[inhibitor]; GLP1R ag: -13.1%; TDP-43 yeast inh: -92.8%[inhibitor]

What do the screens show for `CC1(C)CC(=O)C=C(NCCN2CCNCC2)C1`?
KB-V1 cytotox: -2.9%; DRD3 antagonist: 0.4; DRD3 agonist: 3.3; GLP1R inv ag: 1.3%; aSyn rescue: -4.3%; GLP1R cytotox: 5.9%; PTHR1 agonist: 15.7%[57.5 µM]; GLP1R ag: -11.2%; TDP-43 yeast inh: 1.7%

Results for Cc1ccc(OCC(=O)NNC(=O)c2ccccc2OCc2c(C)noc2C)cc1 ?
KB-V1 cytotox: inconclusive; DRD3 antagonist: -1.5; DRD3 agonist: 4.7; GLP1R inv ag: 16.0%; aSyn rescue: 2.4%; GLP1R cytotox: 4.4%; PTHR1 agonist: -2.5%; GLP1R ag: 14.0%; TDP-43 yeast inh: 28.9%

What do the screens show for `CCc1nnc(NC(=O)CSCc2cc(=O)n3ccsc3n2)s1`?
KB-V1 cytotox: 2.3%; DRD3 antagonist: -16.1; DRD3 agonist: -5.2; GLP1R inv ag: 0.1%; aSyn rescue: 0.2%; GLP1R cytotox: -19.3%; PTHR1 agonist: inactive; GLP1R ag: 2.2%; TDP-43 yeast inh: 4.6%

How did CCOc1ccccc1-n1nnc(S(=O)(=O)c2ccc(C)cc2)c1N do in these assays?
KB-V1 cytotox: inconclusive; DRD3 agonist: 12.2; GLP1R inv ag: 9.7%; GLP1R cytotox: -3.4%; PTHR1 agonist: -14.7%; GLP1R ag: 1.3%; TDP-43 yeast inh: 22.3%

Results for Cc1cc(C)c2c(n1)nn1c(N3CCN(c4ccccc4C)CC3)cc(C)nc21 ?
KB-V1 cytotox: inconclusive; DRD3 antagonist: 12.3; DRD3 agonist: 0.3; GLP1R inv ag: inconclusive; aSyn rescue: 2.1%; GLP1R cytotox: -7.2%; PTHR1 agonist: inactive; GLP1R ag: -1.2%; TDP-43 yeast inh: -0.3%

Results for Cc1ccc2occ(CC(=O)N(Cc3ccc(Cl)cc3)C3CCS(=O)(=O)C3)c2c1 (stereo unspecified) ?
KB-V1 cytotox: -6.8%; DRD3 agonist: 8.4; GLP1R inv ag: 11.2µM*; GLP1R cytotox: -6.5%; PTHR1 agonist: -7.7%; TDP-43 yeast inh: 8.3%

Results for CCCCn1nnc(NC(=O)c2ccc(-c3cccc(Cl)c3)o2)n1 ?
KB-V1 cytotox: inconclusive; DRD3 antagonist: -86.2*; DRD3 agonist: -3.9; GLP1R inv ag: inconclusive; aSyn rescue: 0.3%; GLP1R cytotox: -21.3%; PTHR1 agonist: -13.5%; GLP1R ag: 8.7%; TDP-43 yeast inh: -3.7%

What do the screens show for `N#Cc1ccc(Cl)cc1NC(=O)CNCc1cccs1`?
KB-V1 cytotox: inconclusive; DRD3 antagonist: 0.0; DRD3 agonist: -7.0; GLP1R inv ag: 4.1%; aSyn rescue: -1.2%; GLP1R cytotox: 6.0%; PTHR1 agonist: -2.8%; GLP1R ag: 7.7%; TDP-43 yeast inh: 5.4%

Results for O=[N+]([O-])c1cccc(-c2nc(-c3ccccc3)no2)c1 ?
KB-V1 cytotox: -2.2%; DRD3 antagonist: 13.6; DRD3 agonist: 8.0; GLP1R inv ag: 10.9%; aSyn rescue: -3.9%; GLP1R cytotox: 11.5%; PTHR1 agonist: -10.3%; GLP1R ag: 2.9%; TDP-43 yeast inh: -5.1%

Results for CCN(CC)S(=O)(=O)c1cccc(NC(=O)CSc2nnc(N)s2)c1 ?
KB-V1 cytotox: -9.1%; DRD3 antagonist: 3.8; DRD3 agonist: -1.1; GLP1R inv ag: 10.7%; aSyn rescue: -0.1%; GLP1R cytotox: 0.5%; PTHR1 agonist: -19.0%; GLP1R ag: 4.0%; TDP-43 yeast inh: 13.4%

How did COCCCNC(=O)c1ccc2c(c1)nc(C)n2-c1cccc(C)c1 do in these assays?
KB-V1 cytotox: -4.3%&-20.0%; DRD3 antagonist: 3.6; DRD3 agonist: 1.9&-8.7; GLP1R inv ag: 13.5%&0.6%; GLP1R cytotox: -5.4%&5.0%; PTHR1 agonist: -19.1%&-16.3%; GLP1R ag: 9.3%

Results for CC(=O)Nc1ccc(NC(=O)C(C)OC(=O)c2cc(S(=O)(=O)N3CCOCC3)ccc2Cl)cc1 (stereo unspecified) ?
KB-V1 cytotox: 13.5%; DRD3 antagonist: -1.9; DRD3 agonist: 2.0; GLP1R inv ag: 4.1%; aSyn rescue: -0.2%; GLP1R cytotox: -2.8%; PTHR1 agonist: -35.7%[inhibitor]; GLP1R ag: 9.3%; TDP-43 yeast inh: 2.0%

How did CC12CCC(O)CC1=CCC1C2CCC2(C)C1CCC21CCC(=O)O1 (stereo unspecified) do in these assays?
KB-V1 cytotox: 20.6µM*; DRD3 antagonist: -0.1; DRD3 agonist: 0.8; GLP1R inv ag: 64.2%[activator]; aSyn rescue: 2.3%; GLP1R cytotox: 1.1%; PTHR1 agonist: -69.9%[inhibitor]; GLP1R ag: 1.3%; TDP-43 yeast inh: 29.5%

Results for CC(=O)c1c(O)cc(C)n(-c2ccc(F)cc2)c1=O ?
KB-V1 cytotox: 29.3%; DRD3 antagonist: -9.1; DRD3 agonist: 1.7; GLP1R inv ag: -0.7%; aSyn rescue: -4.6%; GLP1R cytotox: -23.9%; PTHR1 agonist: inactive; GLP1R ag: 9.3%; TDP-43 yeast inh: -0.8%

How did Cc1occc1C(=O)NNS(=O)(=O)c1ccc(Cl)cc1 do in these assays?
KB-V1 cytotox: -8.7%; DRD3 antagonist: 8.2; DRD3 agonist: 0.3; GLP1R inv ag: 9.5%; aSyn rescue: 4.9%; GLP1R cytotox: 4.7%[1.53 µM]; PTHR1 agonist: inactive; GLP1R ag: -0.9%; TDP-43 yeast inh: 10.6%
